HIF act = HIF pathway transcriptional activation. U2OS HRE-luciferase reporter, luminescence; normalized: DMSO 0%, desferrioxamine 100%. activation, % at 7.5 µM (by protocol). hit rate 0.32% among 300,000;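 active = mean activation of at least 10% of the iron chelator positive control signal, with at least half of replicates also reaching 10%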
aSyn 5UTR inh = MLPCN primary screen, SNCA 5' untranslated region; alpha-synuclein 5'UTR reporter, inhibitor activity; inhibition, % (tested at 7.5 µM); hit rate 0.82% among 300,000; in the data active = inhibition above about 60%;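 note: H4 neuroglioblastoma cells stably carrying SNCA 5'UTR luciferase fusion; 0% = DMSO wells and 100% = positive control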
HSF1 activator = increases HSF-1 driven luciferase reporter signal; activation, % at 9 µM; NIH3T3-HGL HSF-1 luciferase reporter, MG132, 8 h; 100% = twice DMSO control signal; AID 504408; hit rate 1.7% among 300,000;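 active = mean replicate activation of at least 50% with a set share of replicates each reaching 50%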;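 note: 0% = median of the neutral control wells and 100% = twice that signal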
AI-2 QS mod = modulates the Vibrio harveyi AI-2 quorum sensing system | Vibrio harveyi JMH597 AI-2 luminescence/OD600 ratio, 9 h; stronger effect = lower value; strain lacks LuxN and CqsS sensors; 0 = neutral-control median | activity change, % at 7.5 µM | hit rate 0.4% among 300,000 | AID 2094; in the data active = activity change below about -75%, passing the limit was not always enough;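 note: luminescence divided by OD600 gain over 9 h not by final OD600 alone; inactives centre near 13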
KLF5 inh = suppresses KLF5 promoter-driven expression. DLD-1 KLF5 promoter-luciferase reporter, luminescence. inhibition, % at 5 µM. hit rate 0.23% among 290,000;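 active = inhibition above a per-plate limit of that plate's mean compound inhibition plus 3 SD, cut at about 60% in these data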;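 note: 0% = DMSO wells and 100% = LY294002 at 200 µM; higher means less KLF5 promoter-driven luciferase light; inactives centre near -14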
HSF1 inh = HSF1 inhibition; AID 2098; NIH3T3-HGL HSE-luciferase, MG132-induced, luminescence 8 h; stronger effect = lower value; activity change, negative = inhibition, % at 7.5 µM (by protocol); hit rate 0.77% among 300,000;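 active = more than half of replicate wells show activity change below -50%, luminescence cut by over half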;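 note: luciferase reports HSF-1 transcriptional activity via heat shock element; 0% = median of DMSO wells and -100% = zero luminescence signal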
HDAC3 inhib = blocks human histone deacetylase 3 | inhibition, % at 8.3 µM | O15379 | AID 2718 | hit rate 0.15% among 320,000 | recombinant HDAC3, fluorogenic peptide/trypsin coupled, fluorescence; in the data active = inhibition above about 26%, passing the limit was not always enough
Target sequence (O15379 whole entry, looked up): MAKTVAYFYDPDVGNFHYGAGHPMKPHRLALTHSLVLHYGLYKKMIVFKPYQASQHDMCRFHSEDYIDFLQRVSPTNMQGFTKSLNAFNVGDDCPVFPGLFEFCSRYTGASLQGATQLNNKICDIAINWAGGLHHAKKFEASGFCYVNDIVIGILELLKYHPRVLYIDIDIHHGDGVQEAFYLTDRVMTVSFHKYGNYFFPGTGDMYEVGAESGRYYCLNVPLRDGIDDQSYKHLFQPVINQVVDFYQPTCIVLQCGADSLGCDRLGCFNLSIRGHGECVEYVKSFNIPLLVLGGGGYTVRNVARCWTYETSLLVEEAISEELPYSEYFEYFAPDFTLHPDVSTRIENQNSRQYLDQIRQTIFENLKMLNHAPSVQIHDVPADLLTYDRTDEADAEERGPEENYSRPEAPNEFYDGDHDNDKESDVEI
IEC-6 cytotox = kills IEC-6 intestinal cells in KLF5 counter-screen | hit rate 0.78% among 290,000 | IEC-6 cytotoxicity, luminescence viability | inhibition, % at 5 µM; in the data active = inhibition above about 22%;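 note: 0% = plate median of test compound wells and 100% = cytotoxic reference compound wells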
HSP90 refold inh = blocks HSP90-mediated luciferase refolding in reticulocyte lysate. Rabbit reticulocyte lysate, luciferase refolding luminescence, 3 h. inhibition, % at 5.6 µM. hit rate 0.91% among 290,000;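 active = inhibition above the screen-wide mean plus 3 SD, computed separately per campaign, cut at about 16% in these data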;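 note: 0% = DMSO wells and 100% = 60 µM geldanamycin wells; inhibitors lower the luminescence because luciferase stays unfolded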
Platelet DG rel = platelet dense granule release activity. human platelet-rich plasma, SFLLRN dense granule ATP release, luminescence. inhibition, %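 (compounds screened at 7.5 µM in platelet-rich plasma)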. hit rate 0.22% among 300,000. AID 1663;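 active = mean replicate score, as percent of positive control, at or above 50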
An asterisk follows results filed as active; / = not tested or not shown.

SMILES	HIF act	aSyn 5UTR inh	HSF1 activator	AI-2 QS mod	KLF5 inh	HSF1 inh	HDAC3 inhib	IEC-6 cytotox	HSP90 refold inh	Platelet DG rel
CC(=O)c1ccc(N2CCN(S(=O)(=O)c3cccc(S(=O)(=O)N4CCOCC4)c3)CC2)cc1	-0.6	1	6	42	-11	1	13	-11	0	3
C=CCn1c(O)c(N=O)c2cc(C)ccc21	0.1	-5	1	18	-27	0	2	9	4	-4
CC1=CC(C)C(CN(CCC[N+](C)(C)C)C(=O)Nc2ccccc2)C(C)C1 (stereo not drawn)	0.5	-35	-3	12	-6	-1	3	-1	4	22
CCn1c(/C=C/c2ccccc2F)nc2ccccc2c1=O	0.9	-48	-1	-3	-15	4	-8	5	1	-4
O=C(NC1CC2CCCC(C1)N2C(=O)Nc1ccccc1)c1ccncc1 (stereo not drawn)	-0.2	36	6	15	-9	-7	-8	8	-2	-3
COc1ccc(CCC(=O)NNC(=O)c2cc(Cl)ccc2OC)cc1OC	0.2	10	-16	16	-17	0	-2	2	2	4
Cc1nc(N2CCC3(CC2)OCCO3)c2nnn(Cc3ccccc3F)c2n1	1.1	-24	13	26	-23	10	3	-3	-2	-2
O=[N+]([O-])c1cc([N+](=O)[O-])c(Oc2ccccc2F)cc1NN1CCCCC1	1.1	27	9	20	1	5	-2	2	-1	0
Cc1ccccc1N(C(=O)c1ccccn1)C(C(=O)NCc1ccccc1)c1cccnc1 (stereo not drawn)	-0.1	-2	8	10	-6	-4	-5	-4	-4	-4
Cc1ccc(Nc2ncccc2C(N)=O)cc1	1.1	-139	44	-2	-112	29	1	11	-3	2
Cc1ccc(-c2c(C)n([O-])c3c([n+]2=O)CCC3)cc1	-0.8	-37	6	10	-6	0	-1	-9	-4	9
COc1ccc(-c2nc3ncccn3c2Nc2ccccc2)cc1	0.3	7	33	25	-31	11	-1	-1	-2	1
Cc1nc2cc(C(=O)O)ccc2n1-c1ccccc1	0.3	13	1	9	-50	0	3	-2	1	-10
Cc1cc(C(=O)NNc2ccc(Cl)cc2)no1	0.0	-16	0	-1	25	-3	-3	45*	-4	2
Cc1ccccc1Nc1c(-c2cccnc2)nc2cccc(C)n12	-0.2	22	-5	3	-25	0	1	1	-2	0
CCc1ccc(S(=O)(=O)/N=C2\C=C(Nc3ccc(O)cc3)C(=O)c3ccccc32)cc1	-7.3	101*	-96	-1	96*	-95*	13	102*	31*	14
CCOCC(=O)Nc1ccc(S(=O)(=O)NCC2CCCO2)cc1 (stereo not drawn)	-7.2	-8	-2	35	-6	-5	-8	-1	-4	10
COc1ccccc1NC(=O)N1CCN(C)CC1	-0.2	11	-7	-11	-22	-5	2	-9	-3	-2
CCOC(=O)c1c(NC(=O)CSc2ncn[nH]2)sc(C(=O)N(C)C)c1C	-22	5	10	14	/	8	8	/	/	-6
O=C(N/N=C/c1cccnc1)c1[nH]ncc1Br	1.4	-18	18	30	-22	-1	/	1	-1	16
Cc1ccc(NC(=O)c2cc(C(=O)c3cc(Cl)ccc3O)cn(-c3ccc(C)cc3)c2=O)cc1	-0.6	37	6	39	-6	6	6	-9	-1	-4
CCn1nc(C)c(Br)c1-c1nc(CS(=O)(=O)c2ccc(F)cc2)no1	-0.6	-1	-8	9	5	3	-6	-2	-1	1
Cc1ccc(NC(=O)c2sc3nc(C)nc(N4CCN(c5ccccn5)CC4)c3c2C)c(C)c1	-0.9	20	14	9	-12	3	2	4	-2	3
CCNC(=O)/C(C#N)=C/c1c(N2CCOCC2)nc2ccccn2c1=O	-0.2	19	-5	21	-33	-4	-7	-1	3	0
O=C(COC(=O)c1cccc(-n2cnnn2)c1)Nc1c(Cl)cccc1C(F)(F)F	-0.4	4	7	17	-35	0	9	-1	0	-3
COc1ccc(S(=O)(=O)N2CCC(C(=O)N3CCOCC3)CC2)cc1OC	-0.2	-20	-2	0	-11	-6	4	-3	0	2
O=S(=O)(NCc1cccnc1)c1ccc(Br)c2ccccc12	-0.1	14	20	15	16	7	0	-3	4	-2
Cn1nc(C(F)(F)F)cc1C(=O)O	-0.2	1	16	26	-5	-5	4	1	-2	-3
COc1ccc(CNC(=O)C2CCN(S(=O)(=O)c3cccc4nonc34)CC2)cc1	0.6	5	7	21	-11	-1	-3	-6	-3	-8
COC(=O)c1cccnc1SCc1ccccc1	0.0	32	-10	1	-41	-6	7	-1	2	1
COc1ccc(-n2nc(C(=O)NCC(=O)NC(C)C)c3ccccc3c2=O)cc1OC	-9.7	6	4	10	-17	4	5	0	-3	14
COc1ccc(C(C)=O)cc1COc1ccc(Cl)c(C)c1	-1.1	51	35	35	-26	19	10	7	1	-7
CC1CC(C)CN(C(=S)Nc2ccc(OC(F)F)cc2)C1 (stereo not drawn)	1.0	-30	1	4	-25	2	1	0	-5	13
O=C1CC(NNc2nc3ccccc3s2)C(=O)N1c1ccccc1 (stereo not drawn)	-0.2	4	43	18	-7	26	-6	0	-2	2
C=CCn1c(C)cc(C(=O)CSc2nnc(Cc3ccccc3)o2)c1C	0.0	-44	9	15	-9	8	-1	-6	-1	1
CCOC(=O)C1C(=O)CC(=O)CC1CC(C)SCC (stereo not drawn)	0.0	21	13	25	-40	-6	0	-2	-1	-8
O=C(Oc1cccc2ccccc12)C1CC1	-25	1	25	10	-11	6	0	-4	2	-2
CCOC(=O)CSc1nc(C)c(C(C)=O)cc1C(N)=O	-0.6	9	1	15	-2	-2	-4	-1	2	-10
COCCNC(=O)CSc1ccc(Cl)cc1	0.3	-13	8	14	-13	-4	-7	-6	-1	2
O=C(NC(O)C(=O)c1cccs1)c1cccnc1 (stereo not drawn)	0.0	7	3	50	-12	1	2	1	0	1
O=C(NCc1cccs1)c1ccccc1[N+](=O)[O-]	-0.8	0	-76	3	-22	-70*	9	-1	-3	10
CC(C)(CNC(=O)c1ccc(NS(=O)(=O)c2ccc(F)c(F)c2)cc1)N1CCOCC1	-1.4	1	-1	6	/	-3	4	/	/	6
CN1C=C/C(=C\c2cc[n+](C)c3ccccc23)c2ccccc21	-2.1	74*	-8	25	-6	0	/	6	17*	3
COCCNC(=O)c1c(N)n(-c2cccc(C)c2)c2nc3ccccc3nc12	0.5	29	-6	1	13	-5	-88	4	-1	-1
CCOC(=O)c1c(NC(=O)CC2SC(=NC)N(C)C2=O)sc(C)c1C (stereo not drawn)	-0.2	12	25	85	-13	-1	4	-2	1	-2
Cc1cccc(-n2ncc3c2CCCC3NC(=O)CCN2CCCCO2)c1C (stereo not drawn)	-1.7	-6	-16	15	-44	-1	1	-7	-4	7
c1ccc(-c2cn3c(n2)CCc2ccc4cccnc4c2-3)cc1	0.3	-40	9	25	-29	5	-12	6	0	-3
COCCn1c(CN2CCN(c3ccc(OC)cc3)CC2)nc2c1c(=O)n(C)c(=O)n2C	-0.4	0	5	-4	-11	-3	4	0	1	5
Cc1nn(-c2nnc(NC3CCCCC3)nn2)c(C)c1Br	1.0	-165	38	27	-52	11	-2	10	3	-1
CCCCCCSc1cc(C)nc2ncnn12	0.0	3	-9	16	/	-7	-4	/	/	3
COc1ccc2nc(N3CCC(O)CC3)c(C#N)cc2c1	-0.3	-56	10	14	-31	-3	1	-9	0	0
Cc1ccc(C)c(NC(=O)CN(C)C(=O)c2cccc(-n3cccc3)c2)c1	0.3	-4	20	33	/	25	5	/	/	3
O=C(Cc1c(F)cccc1Cl)NCCN1CCOCC1	0.0	-4	-14	14	-26	-1	12	7	9	-8
COc1ccccc1CCNC(=O)C(=O)NCC1OCCN1S(=O)(=O)c1cccs1 (stereo not drawn)	-0.4	4	1	24	-7	-4	-5	-8	-2	-2
CC(C)Cn1c(N)c(C(=O)COC(=O)c2ccc(O)cc2)c(=O)n(C)c1=O	-0.5	4	1	32	-3	-1	4	1	-2	1
Cc1ccc(C)c(CSc2nc3[nH]ncc3c(=O)[nH]2)c1	0.0	24	12	13	65*	-3	0	63*	-1	2
Cc1ccc(NC(=O)CN(C)C(=O)COc2cccc3cccnc23)cc1	-0.6	-5	-4	21	-7	1	0	3	-2	7
Cc1c(C(=O)N2CCc3ccccc3C2)oc2ccccc12	2.0	-98	44	45	-80	40	-2	6	2	14
CC(=C\c1ccccc1)/C=C1/SC(=S)N(CCCC(=O)O)C1=O	-52	67*	8	69	-17	-8	0	-4	1	-1
CCN(CC)c1nc(Nc2ccccc2)nc(Oc2ccc(C(=O)OC)cc2)n1	-0.6	17	13	1	-17	4	-2	2	5	6

5 entries already listed, sorted by number of heavy atoms, lowest first.
SMILES	HIF act	aSyn 5UTR inh	HSF1 activator	AI-2 QS mod	KLF5 inh	HSF1 inh	HDAC3 inhib	IEC-6 cytotox	HSP90 refold inh	Platelet DG rel
COc1ccccc1NC(=O)N1CCN(C)CC1	-0.2	11	-7	-11	-22	-5	2	-9	-3	-2
Cc1ccccc1Nc1c(-c2cccnc2)nc2cccc(C)n12	-0.2	22	-5	3	-25	0	1	1	-2	0
CC(C)Cn1c(N)c(C(=O)COC(=O)c2ccc(O)cc2)c(=O)n(C)c1=O	-0.5	4	1	32	-3	-1	4	1	-2	1
CCN(CC)c1nc(Nc2ccccc2)nc(Oc2ccc(C(=O)OC)cc2)n1	-0.6	17	13	1	-17	4	-2	2	5	6
Cc1ccc(NC(=O)c2cc(C(=O)c3cc(Cl)ccc3O)cn(-c3ccc(C)cc3)c2=O)cc1	-0.6	37	6	39	-6	6	6	-9	-1	-4

(further entries)
SMILES	HIF act	aSyn 5UTR inh	HSF1 activator	AI-2 QS mod	KLF5 inh	HSF1 inh	HDAC3 inhib	IEC-6 cytotox	HSP90 refold inh	Platelet DG rel
CCOc1ccc(NC(=O)CN(C)C(=O)c2ccccc2SCC(=O)N2CCCC2)cc1OCC	-0.6	13	-6	27	/	-2	1	/	/	-5
CCC1c2ccc(C)n2CCN1C(=O)Nc1ccccc1C(=O)OC (stereo not drawn)	-0.2	-12	-1	24	0	2	13	-2	-2	16
C/C(CC(=O)NCCCN1CCOCC1)=N\NC(=O)COc1cccc2ccccc12	0.4	2	-11	5	-18	7	/	6	-2	-26
O=C(Cc1ccc([N+](=O)[O-])cc1)Nc1nnc(C2CC2)s1	-0.2	-24	17	-13	-30	3	-2	3	5	-9
OC1CCCCC1Sc1nc2ccccc2s1 (stereo not drawn)	2.4	-88	14	24	-112	17	3	7	-2	-1
COc1cc(C2(c3ccc(O)c(OC)c3)C(=O)Nc3c(C)cc(Br)cc32)ccc1O	0.4	7	8	-8	/	-2	-2	/	/	5
COc1ccc(CNCCNC(=O)c2ccco2)c(OC)c1OC	0.0	-14	-6	18	-32	6	-4	-6	0	0
CCC(C)c1ccc(N(CC(=O)NC(C)(C)C)C(=O)CNC(=O)c2cccs2)cc1 (stereo not drawn)	-2.8	-6	0	-2	-1	1	3	0	3	-7
CCCNC(=S)NC1CC2CCCC(C1)N2Cc1ccc(F)cc1 (stereo not drawn)	0.1	-10	-69	9	-16	-61*	-3	-2	6	-2
CS(=O)CSc1nc2c(cc1C#N)CCCC2 (stereo not drawn)	0.1	13	-10	11	-9	-4	9	-10	-1	5
COc1cc(OC)cc(C(=O)Nc2nnc(SCC(=O)NCc3ccco3)s2)c1	1.5	-49	-14	13	-41	-8	6	5	-3	2
CC(C)[C@H](NS(=O)(=O)c1cccc(Cl)c1)C(=O)OCC(=O)N1CCN(c2ccccc2)CC1	-0.4	26	5	10	-2	4	10	-4	0	-4
CNC(=S)N1CCn2cccc2C1c1ccc(F)cc1 (stereo not drawn)	-0.5	15	-11	-1	-13	-8	-7	4	4	11
O=C(CNc1cccc(C(F)(F)F)c1)N/N=C/c1cccc(Br)c1	-0.2	-30	-19	9	-18	-1	16	-7	1	4
